# Bioassay records (PubChem)
# VP16 counter = VP16 counterscreen qHTS for inhibitors of ROR gamma transcriptional activity; Drosophila S2 Gal4-VP16 UAS-luciferase, luminescence, 20 h; Potency, µM (top dose mostly 53.6 µM), inactives show at the top dose activity, negative = inhibition, hits mostly inhibitors; hit rate 3.5% among 310,000; AID 2546, 2010;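 note: Gal4-VP16 expression switched on by copper sulfate through the metallothionein promoter; % is set by controls: 0 for no effect and ±100 for the full control effect; nearly all actives have a fitted effect of over 50% in size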
# CXXC DNA block = qHTS Fluorescence Polarization Assay for Inhibitors of MLL CXXC domain - DNA interaction | Histone-lysine N-methyltransferase 2A (Homo sapiens), Q03164 | MLL-CXXC / FITC-HOXA9 DNA fluorescence polarization | Potency, µM (series often up to 115 µM), without a hit: at the highest dose activity change, negative = inhibition, usual class: inhibitors | hit rate 0.037% among 290,000; active = well fitted inhibition curve with a large enough effect in the polarisation, with a control signal flat, not every such curve was filed as active; inconclusive = small, poorly fitted or top-dose-only effect, or effect the other way, or a change in a side signal; inactive = no such curve, though single readings can be large or run the other way; the % refers to the polarisation
#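 Fluorescence polarization: 7 uM MLL-CXXC (stock) preincubated 5 min with compounds, then 50 nM fluorescein-HOX-A9 DNA (stock) added; 30 min ambient. Buffer 50 mM Tris-HCl pH 7.5, 50 mM NaCl, 1 mM DTT, 0.05% BSA.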
# p53 reactivation = qHTS assay for re-activators of p53 using a Luc reporter | H1299 p53-A138V BP100-luciferase reporter, luminescence, 24 h | Potency, µM (highest dose often 92.2 µM), for inactives: at the top dose activity change, positive = activation, most hits filed as activators | hit rate 0.063% among 320,000; note: % of control where 0% means no effect; nearly all actives have a fitted effect of over 45% in size
#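 p53-null H1299 cells stably carrying temperature-sensitive p53-A138V and a BP100-luciferase reporter were pinned with compounds (4-point, 1:5 series) and held 24 hrs at 37 deg C. Luminescence was read 10 min after detection reagent.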
# uPA surface inh = qHTS for Inhibitors of Cell Surface uPA Generation | cell surface uPA generation assay, qHTS | Potency, µM (top dose mostly 38.3 µM), without a hit: at the highest dose activity change, negative = inhibition, hits mostly inhibitors | hit rate 0.31% among 330,000 | AID 540303, 2011; active = well fitted inhibition curve with a large enough effect; inconclusive = small, poorly fitted or top-dose-only effect; inactive = no such curve, though single readings can be large or run the other way; tested in mouse RAW 264.7 cells; note: % is set by controls: 0 for no effect and ±100 for the full control effect; nearly all actives have a fitted effect of over 55% in size
# RORg inh = qHTS for inhibitors of ROR gamma transcriptional activity; hit rate 5.4% among 310,000; AID 2551, 2010; Potency, µM (doses to about 53.6 µM), for inactives: at the top dose activity change, negative = inhibition, usual class: inhibitors; Nuclear receptor ROR-gamma (Mus musculus), P51450; Drosophila S2 Gal4-RORgamma UAS-luciferase reporter, 20 h; note: % is set by controls: 0 for no effect and ±100 for the full control effect; nearly all actives have a fitted effect of over 60% in size
#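 A Gal4/UAS one-hybrid system in insect cells: metallothionein-promoter Gal4–ROR gamma fusion plus Photinus luciferase reporter. Copper sulfate 700 uM final, 20 hr ambient incubation, luminescent detection after 10 min with reagent.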
# BRCA1 expr up = qHTS Assay to Identify Small Molecule Activators of BRCA1 Expression; MCF7-BRCA1-FFLuc reporter, luminescence, 48 h; response scale: scaled: vehicle 0%, 10 µM genistein 100%; Potency, µM (highest dose often 46.1 µM), for inactives: at the top dose activation, most hits filed as activators; hit rate 1.1% among 380,000; AID 624202, 2012; note: nearly all actives have a fitted effect of over 80% in size; some results filed as inactive show a strong effect at the top dose
#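 First, MCF7-BRCA1-FFLuc cells (2000/well) attach for 2 h; next, compounds are pin-added and incubated 48 h at 37 °C; finally, luciferase reagent is added and luminescence read after 15 min.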
# Rab9 promoter act = qHTS Assay for Rab9 Promoter Activators; Huh7 Rab9 promoter-luciferase reporter, luminescence, 24 h; Potency, µM (top dose mostly 9.22 µM), for inactives: at the highest dose activation, negative = inhibition, hits mostly activators; hit rate 2.8% among 320,000; note: % of control where 0% means no effect; nearly all actives have a fitted effect of over 60% in size
#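 Using Huh7 cells stably transfected with Rab9 promoter–luciferase, compounds were incubated 24 h at 37 °C, 5% CO2; luciferase luminescence was read 10 min after reagent addition.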
# NPC1 prom act = qHTS Assay for NPC1 Promoter Activators; Huh7 NPC1 promoter luciferase reporter, 24 h; Potency, µM (titrated, usually from 9.22 µM), for the others: at the highest dose activation, actives largely listed as activators; hit rate 2.4% among 320,000;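 note: % of control where 0% means no effect; nearly all actives have a fitted effect of over 60% in size; reporter is driven by a mutant NPC1 promoter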
#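 Luminescence from an NPC1 promoter-driven luciferase reporter in stably transfected Huh7 cells was measured after 24 h compound treatment at 37 °C, followed by 10 min ambient incubation with luciferase detection reagent.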
# FLuc counter = qHTS profiling assay for firefly luciferase inhibitor/activator using purifed enzyme and Km concentrations of substrates (counterscreen for miR-21 project). purified FLuc, Km substrates, luminescence inhibition. Potency, µM (series often up to 57.5 µM), inactives show at the highest dose activity change, negative = inhibition, usual class: inhibitors. AID 588342, 2011. hit rate 6.9% among 360,000. Luciferin 4-monooxygenase (Photinus pyralis), P08659;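 note: plate controls were vehicle for no effect and reference inhibitor for full effect; nearly all actives have a fitted effect of over 55% in size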
#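 Purified P. pyralis luciferase (10nM final) with 10uM D-luciferin and 10uM ATP (Km levels) in 50mM Tris acetate pH 7.5, 10mM Mg acetate, 0.01% Tween-20, 0.05% BSA; qHTS 6-point titration, ~60 µM downward; luminescence read.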
# ELG1 genotoxic = qHTS screen for small molecules that induce genotoxicity in human embryonic kidney (HEK293T) cells expressing luciferase-tagged ELG1. HEK293T ELG1-luciferase reporter, luminescence, 16 h. Potency, µM (doses to about 46 µM), without a hit: at the highest dose activity change, positive = activation, most hits filed as activators. hit rate 1.3% among 330,000. AID 504466, 2011; note: % of control where 0% means no effect; nearly all actives have a fitted effect of over 60% in size
#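 Luminescence read-out: rising ELG1-luciferase signal, reflecting elevated ELG1 protein under genetic stress, flags genotoxic compounds. Cells were treated for 16 hr at 37 °C before ONE-Glo detection.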
# MBNL1 CUG block = qHTS Assay for Inhibitors of MBNL1-poly(CUG) RNA binding; Muscleblind-like protein 1 (Homo sapiens), Q9NR56; TR-FRET MBNL1-His/biotin-(CUG)12 binding, 665/545 ratio; Potency, µM (series often up to 57.5 µM), for inactives: top-dose activity change, negative = inhibition, actives largely listed as inhibitors; hit rate 0.036% among 280,000; AID 2675, 2010; active = well fitted inhibition curve with a large enough effect in the signal ratio, with a control signal flat, not every such curve was filed as active; inconclusive = small, poorly fitted or top-dose-only effect, or effect the other way, or a change in a side signal; inactive = no such curve, though single readings can be large or run the other way; the % refers to the signal ratio; note: % is set by controls: 0 for no effect and ±100 for the full control effect
#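 His-tagged MBNL1 binding to biotinylated (CUG)12 RNA was measured by TR-FRET using terbium anti-His antibody (0.055 ng/ul final) and streptavidin-XL665 (5 nM final). Compounds were titrated 92 nM to 58 uM; 60 min at room temperature.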
# Active calls of the source: *; ? = inconclusive; . = not tested or not shown; [ ] = dose if it differs, or a comment. Unless noted, calls come from the whole dose curve; as a rule, active = well fitted curve in the direction sought with a large enough effect; inconclusive = small, poorly fitted or top-dose-only effect, or another doubt; inactive = no such curve, though single readings can be large; an effect the other way counts as inactive or inconclusive. Potency is the fitted concentration of half-maximal effect. Not all compounds are listed. The share of hits here may be higher or lower than overall.
# Start of the data: the first two compounds as a preview:
SMILES,VP16 counter,CXXC DNA block,p53 reactivation,uPA surface inh,RORg inh,BRCA1 expr up,Rab9 promoter act,NPC1 prom act,FLuc counter,ELG1 genotoxic,MBNL1 CUG block
CCCCC(NC(=O)Cc1c(C)c2cc3c(C)c(C)oc3c(C)c2oc1=O)C(=O)O (stereo not given),-3%,16%,0%,5%,-12%,0%,2%,0%,-16%,2%,-1%
CC(O)CNc1cc(N)c([N+](=O)[O-])cc1[N+](=O)[O-] (stereo not given),3%,5%,-14%,2%,-1%,-4%,-3%,-2%,1%,-1%,?

# The list itself (from the top)
SMILES,VP16 counter,CXXC DNA block,p53 reactivation,uPA surface inh,RORg inh,BRCA1 expr up,Rab9 promoter act,NPC1 prom act,FLuc counter,ELG1 genotoxic,MBNL1 CUG block
CCCCC(NC(=O)Cc1c(C)c2cc3c(C)c(C)oc3c(C)c2oc1=O)C(=O)O (stereo not given),-3%,16%,0%,5%,-12%,0%,2%,0%,-16%,2%,-1%
CC(O)CNc1cc(N)c([N+](=O)[O-])cc1[N+](=O)[O-] (stereo not given),3%,5%,-14%,2%,-1%,-4%,-3%,-2%,1%,-1%,?
Cc1cc(NC(=O)NN2CCOCC2)nn1-c1c(Cl)cccc1Cl,-7%,0%,-1%,-2%,25%,-5%,-3%,-2%,3%,-2%,.
O=C(Nc1ccccc1)c1ccc(CSc2ccccn2)cc1,1%,7%,?,-1%,2%,24%,1.6µM*,1.3µM*,2.1µM*,?,10%
C=C(C)c1cccc(C(C)(C)NC(=O)Nc2ccc3[nH]c(=O)[nH]c3c2)c1,-1%,-9%,-6%,4%,-11%,-7%,-3%,1%,-1%,-2%,-7%
Cc1ccc(C2C(C#N)=C(N)Oc3n[nH]c(-c4cccnc4)c32)o1 (stereo not given),-28%,-4%,-6%,-4%,-34%,0%,0%,-1%,?,3%,14%
Cc1ccc(S(=O)(=O)N(C)C)cc1NC(=O)COC(=O)C1CC1,.,.,4%,0%,.,-11%,-9%,2%,3%,6%,.
CC(C)(C)CC(C)(C)NC(=O)CSCC(=O)Nc1ccc2ccccc2c1,-13%,-4%,-5%,6%,-23%,6%,2%,0%,-14%,-4%,0%
Cc1onc(-c2c(F)cccc2Cl)c1C(=O)OCC(=O)NCc1ccccc1,.,.,19%,4%,.,-13%,-1%,-3%,.,-2%,.
O=C(c1ccc(F)cc1)N1CCN2C(=O)c3ccccc3C12c1ccccc1 (stereo not given),2%,-2%,-5%,2%,11%,2%,2%,-3%,0%,0%,-2%
O=C(CC(Sc1ccccc1)c1cccs1)c1ccco1 (stereo not given),1%,3%,22%,-16%,?,25%,4%,-5%,?,-1%,13%
COc1cc(NC(=S)NC(=O)c2cccs2)ccc1NC(=O)C(C)C,?,1%,9%,-8%,13µM*,24%,27%,19%,?,-2%,-5%
CC(=O)c1cccc(NC(=O)NCc2cccs2)c1,5%,-5%,1%,.,15%,25%,-6%,0%,?,-3%,-13%
CCN(CC)Cc1c(O)ccc2c(=O)c(Oc3ccccc3OC)c(C)oc12,?,6%,-4%,6%,7%,2%,-4%,-2%,1%,-4%,.
O=C(NCC(=O)N(Cc1ccco1)C(C(=O)NC1CCCC1)c1cccnc1)c1cccs1 (stereo not given),-2%,0%,-3%,-2%,16%,-34%,4%,2%,3%,3%,-4%
CCOC(=O)C1=C(CN2CCCCCC2)NC(=O)NC1c1ccc2c(c1)OCO2 (stereo not given),15%,1%,1%,0%,16%,-17%,-6%,-3%,3%,-2%,.
CN(CC(=O)Nc1cccc(F)c1)C(=O)CSc1ccc(Br)cc1,.,.,1%,4%,.,-6%,2%,-1%,-6%,-1%,.
Cn1c(N)c(C(=O)COC(=O)Cn2cc(C(F)(F)F)ccc2=O)c(=O)n(C)c1=O,-4%,-5%,5%,-1%,2%,0%,-1%,-4%,4%,5%,-1%
Cc1[nH]c(C(=O)O)c(C)c1C(=O)OC(C)C,-15%,-1%,3%,1%,-1%,-8%,-1%,30%,3%,-4%,3%
CN1CCN(c2ccccc2NC(=O)c2ccc(-c3ccc(Br)cc3)o2)CC1,2%,0%,-8%,-17%,-1%,-36%,5%,-17%,-16%,-9%,7%
CCCc1nnc(SCC(=O)N2C(C)CCCC2C)n1CC (stereo not given),-9%,-5%,0%,6%,0%,24%,3%,-6%,2%,2%,-13%
O=C1C2C3C=CC(CC3)C2C(=O)N1/N=C/c1ccccc1O (stereo not given),4%,-1%,13%,4%,2%,0%,-1%,0%,?,5%,3%
CCOC(=O)c1c(C)n(O)c2ccc(Cl)cc2c1=O,16µM*,9%,-17%,3%,?,1%,-5%,-2%,2%,0%,32%[activator]
C/C(=N\NC(=O)C1CC1)c1cccc(NC(=O)c2cccc(Cl)c2)c1,-1%,1%,-1%,.,17%,.,2%,3%,?,0%,?
COc1ccc(/C=N/NC(=O)c2ccccc2O)cc1CN1CCOCC1,-1%,-8%,2%,-1%,?,-4%,1%,-1%,?,-1%,1%
CN(C)CC(O)COc1cccc(OCC(O)CN(C)C)c1 (stereo not given),-6%,-5%,-7%,3%,6%,-8%,3%,-3%,2%,3%,8%
Cc1ccc(-c2ccc(S(=O)(=O)N3CC(C)OC(C)C3)cc2)cc1 (stereo not given),0%,-11%,-2%,-5%,-16%,-7%,-6%,-2%,0%,0%,1%
O=C(NCc1ccc(F)c(F)c1)C1CCC(=O)N(CCc2ccccc2)C1 (stereo not given),-9%,-1%,.,8%,0%,1%,-2%,-5%,3%,1%,-10%
COc1ccc(C(=O)CCc2nc3ccccc3s2)cc1,-8%,7%,?,-12%,16%,28%,0%,15%,19µM*,15%,.
O=C(Cn1cc(SCc2ccccc2Cl)c2ccccc21)N1CCOCC1,27%,-1%,?,-2%,39%,11µM*,?,?,12µM*,13%,-7%
O=C(COC(=O)/C=C/c1cccc(C(F)(F)F)c1)NCc1ccco1,.,.,10%,0%,.,-8%,-4%,-2%,0%,-2%,.
Cc1cc(N=CC2=C(O)CCCC2=O)no1,1%,2%,1%,3%,7%,-7%,-4%,-2%,-1%,1%,-5%
CC(C)N(Cc1ccccc1)C(=O)COc1ccccc1,-1%,4%,.,-28%,9%,-12%,-5%,-3%,6%,-4%,2%
Cn1c(=O)[nH]c2ncccc21,4%,4%,3%,2%,20%,-11%,-2%,-2%,0%,1%,-2%
COc1ccc(NC(=O)CN2CCCCC2)cc1,3%,0%,2%,14%,7%,68%,6%,7%,?,21%,1%
O=C(O)CN(c1ccccc1)C1SC(=O)NC1=O (stereo not given),5%,4%,.,7%,-31%,-18%,.,.,0%,.,1%
O=C(c1ccc(-c2ccccc2)cc1)N1CCC(C(=O)N2CCCC2)CC1,-7%,-5%,-2%,-6%,8%,-1%,-2%,0%,0%,-3%,-11%
CC(=O)Nc1ccc(NC(=O)CN(c2ccc(F)cc2)S(=O)(=O)c2ccc3c(c2)OCCO3)cc1,14%,3%,0%,.,-6%,-3%,-10%,-3%,4%,-5%,-12%
COc1ccc(NS(=O)(=O)c2ccc(Oc3c(C#N)cccc3C#N)cc2)cc1,4µM*,-1%,2%,-7%,7.9µM*,-53%,-28%,-15%,-2%,-7%,-3%
FC(F)(F)c1cccc(-n2cccc2/C=N/n2cnnc2)c1,5%,11%,-5%,.,24%,-3%,1%,0%,7%,-5%,-2%
O=C(NNS(=O)(=O)c1ccccc1F)c1ccccc1-n1cccc1,3%,-6%,27%,-8%,-2%,-10%,1%,-4%,2%,-3%,-3%
Cc1nc(SCc2ccccc2)c2oc3ccccc3c2n1,-12%,-9%,3%,0%,14%,-23%,-4%,-4%,-4%,1%,-10%
CC1(c2nnc(-c3ccc(F)cc3)o2)CC(c2cccc(Cl)c2)=NO1 (stereo not given),22%,-5%,-1%,-6%,1%,-5%,-4%,5%,0%,-2%,-1%
CN1CCN(CCCNC(=O)c2ccc(/C=C3\Oc4ccccc4N(Cc4ccc(Cl)cc4)C3=O)cc2)CC1,11µM*,2%,-28%,-13%,?,-71%,3%,2%,-17%,15%,?
